Screening results (PubChem BioAssay)
TNAP act hi DEA: increases human TNAP activity under high phosphate acceptor concentration. P05186. purified TNAP, CDP-star luminescence, 1 M DEA, 30 min; stronger effect = higher value; 0 = EDTA background, 1 = DMSO-only activity. activation factor at 20 µM. 200,000 tested, under 10 active. AID 1136;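 active means activation factor at least 2 at 20 µM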
Target sequence (P05186 whole entry, looked up): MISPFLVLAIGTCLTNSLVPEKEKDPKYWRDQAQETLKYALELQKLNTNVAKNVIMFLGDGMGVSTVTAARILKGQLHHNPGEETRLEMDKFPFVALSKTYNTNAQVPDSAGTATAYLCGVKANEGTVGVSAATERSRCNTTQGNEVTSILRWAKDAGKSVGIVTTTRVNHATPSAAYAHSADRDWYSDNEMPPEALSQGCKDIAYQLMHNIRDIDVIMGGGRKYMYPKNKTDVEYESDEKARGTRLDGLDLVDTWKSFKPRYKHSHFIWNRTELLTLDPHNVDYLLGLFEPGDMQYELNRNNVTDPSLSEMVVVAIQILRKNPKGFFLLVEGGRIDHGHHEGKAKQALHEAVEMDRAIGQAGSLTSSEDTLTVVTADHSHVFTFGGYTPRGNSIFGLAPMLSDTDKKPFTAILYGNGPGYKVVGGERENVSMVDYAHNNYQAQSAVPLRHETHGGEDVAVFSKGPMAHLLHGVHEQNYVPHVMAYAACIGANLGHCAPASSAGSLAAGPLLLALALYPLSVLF
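Control set: EDTA negative control, DMSO positive control / Assay system: human TNAP / Quantity: TNAP 1/800 final / Evaluation: TNAP activation factor scaled between EDTA and DMSO control wells / Measured by: luminescent substrate turnover signal / Compound dosing: one dose, 20 µM / Times: 30 min enzyme reaction at room temperature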
TNAP inh hi DEA: blocks human TNAP under high phosphate acceptor concentration; inhibition, % at 20 µM; actives 0.03% (n = 200,000); AID 1135; P05186; purified TNAP, CDP-star luminescence, 1 M DEA;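 active means over 50% inhibition of tissue-nonspecific alkaline phosphatase at 20 µM in the single-dose screen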;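 further: plate controls were DMSO wells for no effect and EDTA-quenched wells as full inhibition for full effect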
TNAP inh no acc: blocks human TNAP activity with no phosphate acceptor present; P05186; purified TNAP, CDP-star luminescence, 30 min; inhibition, % at 20 µM; actives 0.26% (n = 200,000);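 active means tissue-nonspecific alkaline phosphatase inhibition above about 50% at 20 µM in the single-dose screen, limit read from the data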;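 further: 0% = DMSO negative control and 100% = EDTA positive control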
bIAP inh: blocks bovine intestinal alkaline phosphatase activity | purified bovine IAP, CDP-star luminescence, 30 min | inhibition, % at 20 µM | 190,000 tested, under 10 active | AID 1019;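 active means over 50% inhibition of intestinal alkaline phosphatase at 20 µM in the single-dose screen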
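System: purified bovine intestinal alkaline phosphatase (IAP) enzyme; Input: IAP diluted 1/65,000,000 in the well; Measured by: CDP-star luminescence signal; Compound dosing: 20 µM single dose; Incubation: 30 min reaction at room temperature.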
Lmaj promast: Leishmania major promastigote growth inhibition | Leishmania major promastigotes, resazurin fluorescence viability | inhibition, % at 10 µM | actives 9% (n = 200,000); in the data active means inhibition above about 50%;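 further: promastigotes grown with compound for 44 hours at 28 °C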
PMI act satM6P: activators of human phosphomannose isomerase at near-saturating mannose 6-phosphate | P34949 | coupled PMI enzyme assay, resazurin fluorescence, 20 min; stronger effect = higher value; 1 = untreated enzyme, 0 = substrate-free blank | activation factor at 20 µM | actives 0.34% (n = 190,000) | AID 1216;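 active means activation factor of 2 or more at 20 µM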
Target sequence (P34949 whole entry, looked up): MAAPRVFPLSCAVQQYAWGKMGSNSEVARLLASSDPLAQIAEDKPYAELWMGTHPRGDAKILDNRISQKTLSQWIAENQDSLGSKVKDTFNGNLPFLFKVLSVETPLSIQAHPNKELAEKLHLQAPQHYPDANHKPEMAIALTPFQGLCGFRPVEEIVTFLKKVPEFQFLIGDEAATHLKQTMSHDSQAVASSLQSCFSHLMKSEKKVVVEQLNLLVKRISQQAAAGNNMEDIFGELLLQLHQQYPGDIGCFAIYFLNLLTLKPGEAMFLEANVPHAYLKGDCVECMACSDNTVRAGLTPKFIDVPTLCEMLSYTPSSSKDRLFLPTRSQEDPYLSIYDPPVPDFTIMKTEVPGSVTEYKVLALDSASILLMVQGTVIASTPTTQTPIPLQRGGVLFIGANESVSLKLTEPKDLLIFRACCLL
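Test system – human PMI in coupled enzyme assay · Timing – 20 min incubation at room temperature · Detection – Diaphorase-driven resazurin-to-resorufin fluorescence, excitation 544, emission 590 nm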
Diaph act CS: activates diaphorase or chemically reduces, flagging diaphorase assay artifacts | Diaphorase/resazurin coupled assay, resorufin fluorescence, 16 min; stronger effect = higher value; 1 = vehicle wells, 0 = NADH-free wells | actives 0.005% (n = 190,000) | activation factor at 20 µM;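 active means diaphorase activity raised at least twofold by the compound at 20 µM; inactive means activation factor below 2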
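test system = bacterial diaphorase enzyme (C. kluyveri) | quantity = enzyme 0.07 U/mL final | reagent = NADH substrate 0.114 mM plus resazurin dye 0.1 mM, final | incubation = 16 min enzyme reaction, ambient temperature | buffer or medium = HEPES pH 7.4 buffer with MgCl2 and Tween 20 | signal = fluorescence of resorufin, 544 nm excitation, 590 nm emission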
Diaphorase inh: counter-screen for diaphorase-based assays: diaphorase inhibitors and chemical oxidizers; diaphorase resazurin-to-resorufin fluorescence, NADH, 16 min; bacterial (C. kluyveri) enzyme, not human; inhibition, % at 20 µM; actives 0.69% (n = 190,000); AID 1217;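 active means primary screen inhibition at 20 µM above a set limit, cut at about 50% in these data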;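 further: plate controls were DMSO with full reaction for no effect and wells lacking NADH for full effect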
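Assay system: diaphorase enzyme from Clostridium kluyveri; Input: enzyme working solution with 0.14 U/mL diaphorase; Timing: 16 min at room temperature; Technique: resorufin fluorescence, excitation 544 nm, emission 590 nm; Benchmarks: positive control minus NADH, DMSO neutral control.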
PMI activator: activators of human phosphomannose isomerase | activation factor at 20 µM | actives 0.005% (n = 190,000) | P34949 | purified human PMI, coupled resazurin fluorescence, 20 min; stronger effect = higher value; 1 = vehicle control, 0 substrate-free wells;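 active means activation factor of 2 or more at 20 µM, relative to plate controls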
bIAP act: intestinal alkaline phosphatase (bovine) activation. activation factor at 20 µM. actives 0.17% (n = 200,000). purified bovine IAP, CDP-star luminescence, 30 min; stronger effect = higher value; fold of DMSO-control signal, blank-subtracted. AID 1016;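 active means activation factor of 2 or more at 20 µM, a signal rise over negative controls twice the positive control's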
* = called active by the depositor; x = not tested or not shown. Hits appear at their usual frequency; overall some 10% were active at least once.

The line under a structure holds: TNAP act hi DEA	TNAP inh hi DEA	TNAP inh no acc	bIAP inh	Lmaj promast	PMI act satM6P	Diaph act CS	Diaphorase inh	PMI activator	bIAP act
Cc1ccc2nc(N3CCN(Cc4nnnn4Cc4ccccc4)CC3)c(C#N)cc2c1
 : 1	0	-2	-7	-5	1.2	0.9	6	1	1.1
CCN1CCN(C(=O)NC2CC(=O)N(c3ccc(OC)cc3)C2)CC1 (centres undefined)
 : 1.1	-6	-12	0	-7	1	0.9	15	0.9	1
COc1ccc2[nH]c3c(=O)n(/N=C/[C@H]4C(C)C=C(C)CC4C)c(=O)[nH]c3c2c1 (some centres undefined)
 : 1	-2	-4	-8	30	1	1	-5	1	1.1
O=C(c1ccccn1)N(Cc1ccco1)C1(C(=O)NC2CCCC2)CCCCC1
 : 1.1	-8	0	-4	4	1	1	-3	1	1
COc1cc(-c2ccc(NC(=O)c3ccc(C)cc3)c(OC)c2)ccc1NC(=O)c1ccc(C)cc1
 : 1.1	-6	-18	5	-1	1	0.8	19	1	0.9
Cc1ncoc1C(=O)N1CCCC(C(=O)c2ccc(Oc3ccccc3)cc2)C1 (centres undefined)
 : 1.1	-5	-5	-12	-4	1	1.1	-6	0.9	1.1
COc1nccc(-c2ccc(F)cc2)c1C#N
 : 1	0	-5	-8	-2	0.9	0.9	13	0.9	1.1
Cc1cc(C)c(C(=O)N2CCCC(CNC(=O)C3(c4ccc(Cl)cc4)CC3)C2)c(=O)[nH]1 (centres undefined)
 : 1	-4	-5	-11	-2	1	1	0	0.9	1.1
CCCOc1ccc(/C=N\NC(=O)CCc2n[nH]c(=O)[nH]c2=O)cc1OC
 : 1	-5	-14	5	-7	1.1	0.9	5	1.1	0.9
COc1cc(CN2CCN(c3cccc(C)c3C)CC2)cc([N+](=O)[O-])c1O
 : 0.9	6	-6	13	71*	0.8	0.9	14	1	0.9
CCSC1=NCCN1S(=O)(=O)c1ccccc1
 : 1	-4	-8	10	8	0.9	0.9	9	1	0.9
CCCN(Cc1ccccc1)C(=S)Nc1cccc(C)c1C
 : 1	-3	-8	-16	12	1	0.9	6	0.9	1.2
COc1cccc(/C=N/Nc2cc(Cl)nc(C)n2)c1O
 : 1	2	-85	-14	-1	0.7	0.9	11	0.8	1.1
CCOC(=O)c1cc(-c2cccnc2)nn1-c1ccccc1
 : 1	-2	-10	-2	0	1	0.9	11	1	1
O=C(c1ccc(S(=O)(=O)c2ccccc2)cc1)N1CCc2ccccc2C1
 : 1	0	0	-16	36	0.4	0.5	51*	0.8	1.2
Cc1ccc(C(=O)NCC(=O)Nc2ccccc2C(F)(F)F)cc1
 : 1	0	-13	12	0	1	1	3	1	0.9
Cc1cccc(NC(=O)C2CCN(S(=O)(=O)c3cccc4nsnc34)CC2)n1
 : 1	-3	-8	2	5	1	0.8	16	0.9	1
CC(=O)Nc1cccc(C(=O)/C=C/c2ccc(N(C)C)cc2)c1
 : 0.6	36	0	23	7	0.8	0.9	12	1	0.8
Cc1ccc(C(=O)NCCc2ccc(S(N)(=O)=O)cc2)cc1[N+](=O)[O-]
 : 0.9	6	0	6	2	1.2	1	1	1.3	0.9
Cc1nn(C)c(C)c1S(=O)(=O)N1CCCC(C(=O)N2CCN(c3ccc(Cl)cc3)CC2)C1 (centres undefined)
 : 1	-3	-9	-12	6	1	0.9	12	0.9	1.1
O=C(NCCc1ccccc1)c1cnn2c(C(F)F)cc(C3CC3)nc12
 : 1.1	-6	-8	7	22	0.9	0.4	64*	0.8	0.9
COc1ccc(NC(C)=O)cc1NC(=O)c1cccc(C(F)(F)F)c1
 : 1	-3	-5	-14	-4	1	1	2	1.1	1.1
O=C(/C=C/c1ccc(Cl)cc1)N(Cc1ccccc1)c1ccccn1
 : 1	-2	-2	8	5	1	0.9	6	0.9	0.9
CN(Cc1ccccc1)S(=O)(=O)c1ccc(Cl)nc1
 : 1	-1	-9	-1	2	1	1	3	1	1
COc1cccc(CN2CCNC(=O)C2CC(=O)NCCc2cccc(C)n2)c1OC (centres undefined)
 : 1	-2	-8	-22	2	x	x	x	x	1.2
COc1cccc(C=Nc2cc(C)on2)c1O
 : 1	5	-1	8	-8	0.9	0.9	6	0.9	0.9
O=C(/C=C/c1ccc(Br)o1)NCCCN1CCOCC1
 : 1	-3	-14	-16	-7	1	1	-4	1.2	1.2
CC(=O)c1ccc(N2CCN(S(=O)(=O)c3ccccc3)CC2)c(F)c1
 : 1.1	-5	-10	6	-6	0.9	0.9	13	1	0.9
Cc1ccc(C(C(=O)NC2CCCC2)N(C(=O)Cc2cccs2)c2ccc(C)c(C)c2)o1 (centres undefined)
 : 1.1	-6	-16	-7	19	0.8	0.8	22	0.8	1.1
COCCOC(=O)C1=C(C)NC2=C(C(=O)CCC2)C1c1ccc(N(C)C)cc1 (centres undefined)
 : 1	-4	-12	3	-1	0.8	0.7	29	1.1	1

Arranged by value in TNAP inh no acc (smallest number first): three of the compounds above
SMILES,TNAP act hi DEA,TNAP inh hi DEA,TNAP inh no acc,bIAP inh,PMI act satM6P,Diaph act CS,PMI activator,bIAP act
COc1cccc(/C=N/Nc2cc(Cl)nc(C)n2)c1O,1,2,-85,-14,0.7,0.9,0.8,1.1
COCCOC(=O)C1=C(C)NC2=C(C(=O)CCC2)C1c1ccc(N(C)C)cc1 (centres undefined),1,-4,-12,3,0.8,0.7,1.1,1
COc1nccc(-c2ccc(F)cc2)c1C#N,1,0,-5,-8,0.9,0.9,0.9,1.1

Next section:
The line under a structure holds: TNAP act hi DEA	TNAP inh hi DEA	TNAP inh no acc	bIAP inh	Lmaj promast	PMI act satM6P	Diaph act CS	Diaphorase inh	PMI activator	bIAP act
CC(C)(CO)NCC#Cc1ccccc1
 : 1.1	-8	-10	4	-5	1	0.9	12	1	1
CCC(C)(C)n1nnnc1C(c1ccc2ncccc2c1)N1CCCCCC1 (centres undefined)
 : 1	-3	0	2	8	1.2	0.7	31	1.2	1
COc1cc2c(cc1NC(=O)c1cc(-c3ccncc3)nc3ccc(C)cc13)oc1ccccc12
 : 1	-3	-1	8	5	0.8	0.8	19	0.8	0.9
O=[N+]([O-])c1cnc(N2CCCCC2)c([N+](=O)[O-])c1
 : 1	4	1	-1	10	0.9	0.9	10	0.9	1
O=C(/C=C/c1ccco1)Nc1ccc(S(=O)(=O)N2CCOCC2)cc1
 : 1	-4	-8	20	3	0.9	0.7	30	0.9	0.8
O=[N+]([O-])c1ccc(Cl)c(/C=N/n2c(COc3ccccc3)n[nH]c2=S)c1
 : 1	3	16	15	6	0.7	0.7	31	0.7	0.9
COc1ccc2cc[nH]c2c1
 : 1	-2	0	16	-3	1.1	1	2	1.1	0.8
Cc1cccc(C)c1OCC(=O)Nc1ccc(S(=O)(=O)Nc2ccccn2)cc1
 : 1	2	-22	1	0	1.1	1	-2	1	1
CC(C)OC(=O)c1ccc(NC(=O)c2ccccc2)cc1
 : 1	-1	-14	7	39	1	0.9	7	0.9	0.9
OCCNCc1ccc(-c2ccccc2)cc1
 : 1	0	-11	-4	63*	1.1	1	5	0.9	1
O=C(Cn1nc(-c2ccccc2Cl)ccc1=O)Nc1ccc(Br)cc1
 : 1	0	-1	9	-7	0.8	0.7	34	0.8	0.9
O=C(CCCn1c(SCc2cccc([N+](=O)[O-])c2)nc2ccccc2c1=O)NCC1CCCO1 (centres undefined)
 : 1	-3	-4	6	33	1.1	0.8	22	1.1	0.9
C=CCn1c(SCC(=O)Nc2cccnc2Cl)nnc1-c1ccc(C(C)(C)C)cc1
 : 1	-3	-2	22	5	1	0.8	19	1	0.8
C=CCn1c(C)cc(C(=O)CSc2nc3ccccc3c(=O)[nH]2)c1C
 : 1	4	-3	-5	17	1	0.8	19	0.9	1.1
CCCN1C(=O)C(Cc2nc3ccccc3c(=O)n2-c2ccccc2)c2cc(C)ccc21 (centres undefined)
 : 1	-5	-8	6	36	1	0.8	24	0.9	0.9
Cc1ccc(NC(=O)Cn2cccc2)cc1Cl
 : 1.1	-9	-5	8	-1	1.1	1.2	-16	1	0.9
COc1cc(NC(=O)Cc2c(C(=O)O)n(C)c3ccccc23)cc(OC)c1OC
 : 1	-1	-8	-1	-1	0.8	0.9	6	1.1	1
Cc1ccc(Oc2ncccc2C(=O)NC2CCSC2=O)cc1 (centres undefined)
 : 1	3	-1	13	2	1.1	1.2	-17	1.1	0.9
CC(NC(=O)c1ccccc1)C(=O)NC1=NCCS1 (centres undefined)
 : 1	-2	-14	9	-3	1	1	4	1	0.9
COC(=O)c1ccc2c(=O)n(Cc3ccc(C(=O)NC(C)C)cc3)c(=S)[nH]c2c1
 : 1	-4	-6	1	-8	1.2	1.1	-10	1.2	1

Molecules listed so far with an NH in an aromatic ring (7):
The line under a structure holds: TNAP act hi DEA	TNAP inh hi DEA	TNAP inh no acc	bIAP inh	Lmaj promast	PMI act satM6P	Diaph act CS	Diaphorase inh	PMI activator	bIAP act
COc1ccc2[nH]c3c(=O)n(/N=C/[C@H]4C(C)C=C(C)CC4C)c(=O)[nH]c3c2c1 (some centres undefined)
 : 1	-2	-4	-8	30	1	1	-5	1	1.1
Cc1cc(C)c(C(=O)N2CCCC(CNC(=O)C3(c4ccc(Cl)cc4)CC3)C2)c(=O)[nH]1 (centres undefined)
 : 1	-4	-5	-11	-2	1	1	0	0.9	1.1
CCCOc1ccc(/C=N\NC(=O)CCc2n[nH]c(=O)[nH]c2=O)cc1OC
 : 1	-5	-14	5	-7	1.1	0.9	5	1.1	0.9
O=[N+]([O-])c1ccc(Cl)c(/C=N/n2c(COc3ccccc3)n[nH]c2=S)c1
 : 1	3	16	15	6	0.7	0.7	31	0.7	0.9
COc1ccc2cc[nH]c2c1
 : 1	-2	0	16	-3	1.1	1	2	1.1	0.8
C=CCn1c(C)cc(C(=O)CSc2nc3ccccc3c(=O)[nH]2)c1C
 : 1	4	-3	-5	17	1	0.8	19	0.9	1.1
COC(=O)c1ccc2c(=O)n(Cc3ccc(C(=O)NC(C)C)cc3)c(=S)[nH]c2c1
 : 1	-4	-6	1	-8	1.2	1.1	-10	1.2	1
